RmlCD inh 1536 – inhibitors of Mycobacterium tuberculosis RmlC and RmlD coupled enzymes; inhibition, % at 3.6 µM; AID 1533; P9WH09+P9WH11; RmlC+RmlD coupled enzyme assay, percent inhibition; primary screen in compound mixtures; 160,000 tested, 0.03% active; in the data active means inhibition mostly above about 34%, no sharp cut-off; further: some results filed as inactive read as strong as hits
Target sequence (P9WH09 whole entry, looked up): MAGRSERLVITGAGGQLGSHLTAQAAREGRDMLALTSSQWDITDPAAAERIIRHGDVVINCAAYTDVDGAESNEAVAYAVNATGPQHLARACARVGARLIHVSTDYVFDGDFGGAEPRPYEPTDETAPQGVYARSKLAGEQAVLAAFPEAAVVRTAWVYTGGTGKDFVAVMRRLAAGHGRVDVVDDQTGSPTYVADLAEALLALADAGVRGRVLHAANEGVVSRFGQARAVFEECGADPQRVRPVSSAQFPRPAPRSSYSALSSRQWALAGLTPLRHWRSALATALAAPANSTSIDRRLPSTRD
Target sequence (P9WH11 whole entry, looked up): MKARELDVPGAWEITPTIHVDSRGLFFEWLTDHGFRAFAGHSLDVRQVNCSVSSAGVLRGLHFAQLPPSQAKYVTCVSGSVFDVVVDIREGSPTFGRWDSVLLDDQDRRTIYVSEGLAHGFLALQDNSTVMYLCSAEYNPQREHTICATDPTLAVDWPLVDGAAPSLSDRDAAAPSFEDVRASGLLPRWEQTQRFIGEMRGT
M. tuberculosis GlmU – inhibition of mycobacterial GlmU enzyme – biochemical, glucosamine-1-phosphate acetyltransferase (AID 1376); M. tuberculosis GlmU acetyltransferase enzyme assay; higher % means a stronger effect; 220,000 tested, 0.25% active; inhibition, %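 (tested at 30 µM in the primary screen)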; hits with a dose series show IC50 in µM; in the data active means inhibition above about 13%;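 further: 0% = complete reaction with vehicle and 100% = reaction without substrate; strong numbers were not always called active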
Starred values were filed as active, the others as inactive; . = not tested or not shown. These rows are one share of the data. The share of hits here may be higher or lower than overall.

1	COc1ccc(S(=O)(=O)N2CCC(C(=O)N3CCOCC3)CC2)cc1OC
  RmlCD inh 1536 = .
  M. tuberculosis GlmU = 2.3%
2	CCCC(=O)OCC(=O)Nc1ccccc1Sc1ccccc1
  RmlCD inh 1536 = 11
  M. tuberculosis GlmU = 6.2%
3	Cc1c(Br)cc(-c2nnco2)cc1Br
  RmlCD inh 1536 = 10
  M. tuberculosis GlmU = 9.0%
4	O=C1CCC/C1=C\c1ccccc1
  RmlCD inh 1536 = 8
  M. tuberculosis GlmU = 4.1%
5	Cc1cccc(C)c1N1C(=O)C2ON(c3ccccc3)C(c3ccncc3)C2C1=O (stereo unspecified)
  RmlCD inh 1536 = 4
  M. tuberculosis GlmU = 2.9%
6	CCOc1ncccc1C(=O)OCc1cc(=O)n2c(n1)sc1ccccc12
  RmlCD inh 1536 = .
  M. tuberculosis GlmU = 0.9%
7	COc1ccc(-c2nc3ccccc3c(=O)n2CCCn2ccnc2)cc1
  RmlCD inh 1536 = -2
  M. tuberculosis GlmU = -2.5%
8	Cc1ccc(C2C(C#N)=C(N)Oc3cc4c(cc32)OCO4)cc1 (stereo unspecified)
  RmlCD inh 1536 = 3
  M. tuberculosis GlmU = -5.2%
9	COc1ccc(N2C(=O)CC(N(CCc3ccc(S(N)(=O)=O)cc3)C(=S)Nc3ccccc3)C2=O)cc1 (stereo unspecified)
  RmlCD inh 1536 = -6
  M. tuberculosis GlmU = -3.2%
10	CC(C)(C)NC(=S)NNC(=O)[C@H]1C[C@@H]1c1ccccc1
  RmlCD inh 1536 = .
  M. tuberculosis GlmU = 5.2%
11	CCN(CC)S(=O)(=O)c1cccc(C(=O)N/N=C/c2ccc(O)c(O)c2O)c1
  RmlCD inh 1536 = 0
  M. tuberculosis GlmU = 8.8%
12	O=C(Nc1ccc2c(c1)OCCO2)c1ccc(CN2CCOCC2)cc1
  RmlCD inh 1536 = 7
  M. tuberculosis GlmU = 1.9%
13	CN(Cc1cccc(Cl)c1Cl)c1ccc(S(=O)(=O)N2CCCCC2)cc1[N+](=O)[O-]
  RmlCD inh 1536 = .
  M. tuberculosis GlmU = -2.0%
14	CSc1cc(-c2ccccc2)[nH]c(=O)c1C#N
  RmlCD inh 1536 = .
  M. tuberculosis GlmU = 7.0%
15	CCOC(=O)Cn1c(CN2CCN(c3cccc(Cl)c3)CC2)nc2c1c(=O)[nH]c(=O)n2C
  RmlCD inh 1536 = -14
  M. tuberculosis GlmU = -3.2%

A second format for five compounds above:
entry | SMILES | RmlCD inh 1536 | M. tuberculosis GlmU
8 | Cc1ccc(C2C(C#N)=C(N)Oc3cc4c(cc32)OCO4)cc1 (stereo unspecified) | 3 | -5.2%
9 | COc1ccc(N2C(=O)CC(N(CCc3ccc(S(N)(=O)=O)cc3)C(=S)Nc3ccccc3)C2=O)cc1 (stereo unspecified) | -6 | -3.2%
10 | CC(C)(C)NC(=S)NNC(=O)[C@H]1C[C@@H]1c1ccccc1 | . | 5.2%
11 | CCN(CC)S(=O)(=O)c1cccc(C(=O)N/N=C/c2ccc(O)c(O)c2O)c1 | 0 | 8.8%
12 | O=C(Nc1ccc2c(c1)OCCO2)c1ccc(CN2CCOCC2)cc1 | 7 | 1.9%

Molecules from the list above that have an NH in an aromatic ring (two):
14	CSc1cc(-c2ccccc2)[nH]c(=O)c1C#N
  RmlCD inh 1536 = .
  M. tuberculosis GlmU = 7.0%
15	CCOC(=O)Cn1c(CN2CCN(c3cccc(Cl)c3)CC2)nc2c1c(=O)[nH]c(=O)n2C
  RmlCD inh 1536 = -14
  M. tuberculosis GlmU = -3.2%

Following part
16	COc1ccc(NC(=S)Nc2ccc3snnc3c2)cc1
  RmlCD inh 1536 = 8
  M. tuberculosis GlmU = 0.6%
17	O=C(Oc1cc2oc(=O)cc(-c3ccccc3)c2cc1Cl)C1CCCCC1
  RmlCD inh 1536 = 13
  M. tuberculosis GlmU = 0.3%
18	O=C(O)Cc1ccc(C(=O)c2cccs2)s1
  RmlCD inh 1536 = .
  M. tuberculosis GlmU = 0.7%
19	CN1CSC(=S)N(C)C1
  RmlCD inh 1536 = 4
  M. tuberculosis GlmU = -2.5%
20	O=C1c2ccccc2S(=O)(=O)c2cc(C(=O)N3CCN(C(=O)c4ccccc4)CC3)ccc21
  RmlCD inh 1536 = .
  M. tuberculosis GlmU = -2.8%
21	COc1ccc(C(=O)COC(=O)Cn2nnc3ccccc32)cc1Br
  RmlCD inh 1536 = 6
  M. tuberculosis GlmU = 7.5%
22	CCOC(=O)N1CCN(c2c(F)cc3[nH]c(=S)[nH]c3c2Br)CC1
  RmlCD inh 1536 = -7
  M. tuberculosis GlmU = -1.8%
23	CC(C)(C)P(=O)(N1CCOCC1)N1CCOCC1
  RmlCD inh 1536 = 24
  M. tuberculosis GlmU = 0.0%
24	CCN1C(=O)c2ccccc2S(=O)c2ccc(C(=O)NC3CC3)cc21 (stereo unspecified)
  RmlCD inh 1536 = -2
  M. tuberculosis GlmU = 1.8%
25	O=C(NCc1ccco1)C1CCCN(S(=O)(=O)c2cccc3nsnc23)C1 (stereo unspecified)
  RmlCD inh 1536 = -4
  M. tuberculosis GlmU = 4.2%
26	COC(=O)Cn1c(=O)sc2ccccc21
  RmlCD inh 1536 = 8
  M. tuberculosis GlmU = -0.3%
27	Cc1ccc(S(=O)(=O)NC(Cc2cnc[nH]2)C(=O)O)cc1 (stereo unspecified)
  RmlCD inh 1536 = -15
  M. tuberculosis GlmU = -1.9%
28	COc1nc(C)ccc1-c1noc(-c2cccs2)n1
  RmlCD inh 1536 = 4
  M. tuberculosis GlmU = 1.1%
29	C/C(=N/NC(=O)c1cccs1)c1cccs1
  RmlCD inh 1536 = 8
  M. tuberculosis GlmU = 4.1%
30	COc1ccc(C(=O)NNC(=O)Cc2ccc(-c3ccccc3)cc2)cc1OC
  RmlCD inh 1536 = 5
  M. tuberculosis GlmU = 0.1%

31	O=c1c2ccccc2nc(SCCN2CCOCC2)n1CCc1ccccc1
  RmlCD inh 1536 = 7
  M. tuberculosis GlmU = 4.9%
32	Cc1c(C(=O)Nc2ccc(Cc3ccncc3)cc2)cccc1[N+](=O)[O-]
  RmlCD inh 1536 = -11
  M. tuberculosis GlmU = -2.7%
33	CC12CN3CCN(C1)CC(C)(C3)C2=NO
  RmlCD inh 1536 = .
  M. tuberculosis GlmU = -2.0%
34	CCCCOC(=O)C1CN(c2ccccc2)N=C1C(=O)OCC (stereo unspecified)
  RmlCD inh 1536 = .
  M. tuberculosis GlmU = 2.6%
35	COc1cc(/C=C2\C(=O)NC(=O)N(c3ccccc3)C2=O)cc(OC)c1OC
  RmlCD inh 1536 = 5
  M. tuberculosis GlmU = -2.9%
36	CCN(CC)CCCNC(=O)Cn1cnc2sc(C)c(S(=O)(=O)N3CCN(c4ncccn4)CC3)c2c1=O
  RmlCD inh 1536 = 3
  M. tuberculosis GlmU = -6.5%
37	Cc1ccc(CC(=O)Nc2nc3c(s2)CCCC3)cc1
  RmlCD inh 1536 = .
  M. tuberculosis GlmU = 2.6%
38	COc1ccccc1NC(=O)CCSc1nnc(-c2ccc(O)cc2)o1
  RmlCD inh 1536 = -4
  M. tuberculosis GlmU = -0.3%
39	CCn1cc(C(=O)NCC2CCCO2)c(=O)c2cc(S(=O)(=O)N3CCCCC3)ccc21 (stereo unspecified)
  RmlCD inh 1536 = -3
  M. tuberculosis GlmU = -2.8%
40	CCOc1cc(C(=S)N2CCCC2)ccc1OC(=O)Cc1ccc(F)cc1
  RmlCD inh 1536 = 3
  M. tuberculosis GlmU = 1.4%
41	CCc1cc2c3c(c(=O)oc2cc1O)CCCC3
  RmlCD inh 1536 = 11
  M. tuberculosis GlmU = 2.7%
42	O=C(Nc1ccc2c(c1)CCC2)c1cc2ccccc2o1
  RmlCD inh 1536 = 12
  M. tuberculosis GlmU = .
43	COc1ccccc1Nc1nc2c(s1)CCC2
  RmlCD inh 1536 = .
  M. tuberculosis GlmU = 1.3%
44	Cc1cc(NS(=O)(=O)c2ccc(NC(=S)NC(=O)c3cccnc3)cc2)no1
  RmlCD inh 1536 = .
  M. tuberculosis GlmU = 2.3%
45	CC(C)N(C(=S)Nc1cccnc1)c1ccccc1
  RmlCD inh 1536 = .
  M. tuberculosis GlmU = 3.6%

Individual results from the results shown.
compound 31 in RmlCD inh 1536 shows 7
compound 34 in M. tuberculosis GlmU shows 2.6%
compound 41 in M. tuberculosis GlmU shows 2.7%
compound 40 in RmlCD inh 1536 shows 3
compound 44 in M. tuberculosis GlmU shows 2.3%
compound 36 in RmlCD inh 1536 shows 3
compound 39 in M. tuberculosis GlmU shows -2.8%

Next section
46	Cc1nn(C)c(C)c1CS(=O)(=O)c1ccccc1
  RmlCD inh 1536 = 15
  M. tuberculosis GlmU = 1.2%
47	CC(=O)c1cccc(NC(=O)NC2CC3CCCC(C2)N3CC(C)C)c1 (stereo unspecified)
  RmlCD inh 1536 = .
  M. tuberculosis GlmU = -3.0%
48	CC(C)Oc1c(Br)cc(Br)cc1/C=N/NC(N)=S
  RmlCD inh 1536 = .
  M. tuberculosis GlmU = 5.2%
49	O=C(NCc1cccnc1)C(=O)NCC1OCCCN1S(=O)(=O)c1ccc(Cl)cc1 (stereo unspecified)
  RmlCD inh 1536 = -11
  M. tuberculosis GlmU = 4.1%
50	CCOc1ccc(OCc2ccc(C(=O)Nc3cccc(C)n3)o2)cc1
  RmlCD inh 1536 = -4
  M. tuberculosis GlmU = -6.1%
51	Cc1ccc(N2C(=O)NC(=O)/C(=C\c3cccn3C(C)(C)C)C2=O)cc1
  RmlCD inh 1536 = .
  M. tuberculosis GlmU = -1.3%
52	CCCCOc1ccc(C(=O)N2CCCCCC2)cc1
  RmlCD inh 1536 = 2
  M. tuberculosis GlmU = -3.8%
53	CSc1ccc(N2C(=O)NC3(CCCCC3)C2=O)cc1
  RmlCD inh 1536 = -4
  M. tuberculosis GlmU = 2.5%
54	Cc1ccc(/C=N/NC(=O)C2=NNC(c3ccccc3)(c3ccccc3)C2)c(O)c1
  RmlCD inh 1536 = .
  M. tuberculosis GlmU = -2.0%
55	CSc1nc(-c2ccccc2)nn1C(=O)c1ccc(Cl)cc1
  RmlCD inh 1536 = 14
  M. tuberculosis GlmU = 0.5%
56	Cn1c(CSCc2ccc(Cl)cc2Cl)n[nH]c1=S
  RmlCD inh 1536 = 6
  M. tuberculosis GlmU = -3.6%
57	C/C(=N/OC(=O)c1ccc(C)cc1)C(=O)c1ccc(Br)cc1
  RmlCD inh 1536 = 8
  M. tuberculosis GlmU = 6.1%
58	O=C(CN1C(=O)C2C3CC(C(Br)C3Br)C2C1=O)Nc1ccc(C(=O)O)cc1 (stereo unspecified)
  RmlCD inh 1536 = 3
  M. tuberculosis GlmU = 1.9%
59	CC(=O)c1c(C)[nH]c(C(=O)Nc2ccc(S(=O)(=O)N(C)C)cc2)c1C
  RmlCD inh 1536 = -14
  M. tuberculosis GlmU = 0.9%
60	COc1ccccc1NC(=O)C1=C(C)NC(=O)NC1c1ccco1 (stereo unspecified)
  RmlCD inh 1536 = -8
  M. tuberculosis GlmU = -0.7%

Whole records, quoted from the list. Order of values: RmlCD inh 1536, M. tuberculosis GlmU
Entry for `CC(=O)c1c(C)[nH]c(C(=O)Nc2ccc(S(=O)(=O)N(C)C)cc2)c1C` = -14, 0.9%
Entry for `CSc1nc(-c2ccccc2)nn1C(=O)c1ccc(Cl)cc1` = 14, 0.5%
Entry for `Cc1ccc(N2C(=O)NC(=O)/C(=C\c3cccn3C(C)(C)C)C2=O)cc1` = ., -1.3%
Entry for `CC(C)Oc1c(Br)cc(Br)cc1/C=N/NC(N)=S` = ., 5.2%
Entry for `O=C(NCc1cccnc1)C(=O)NCC1OCCCN1S(=O)(=O)c1ccc(Cl)cc1` (stereo unspecified) = -11, 4.1%

Next part:
61	O=C(CC1COc2ccccc2O1)NCCc1ccccc1 (stereo unspecified)
  RmlCD inh 1536 = 10
  M. tuberculosis GlmU = -1.8%
62	C=CCn1c(SCc2nc3scc(-c4ccccc4)c3c(=O)[nH]2)nnc1-c1ccccc1F
  RmlCD inh 1536 = 3
  M. tuberculosis GlmU = 2.1%
63	COC(=O)NCC(c1ccco1)N1CCN(c2ccc(OC)cc2)CC1 (stereo unspecified)
  RmlCD inh 1536 = -8
  M. tuberculosis GlmU = -0.3%
64	Nc1nc2ccccc2n1CCN1CCCC1
  RmlCD inh 1536 = 7
  M. tuberculosis GlmU = -3.1%
65	CCNC(=S)Nc1cc(OCC)c(NC(=O)c2ccco2)cc1OCC
  RmlCD inh 1536 = .
  M. tuberculosis GlmU = 1.1%
66	CCOC(=O)N1CCC(Nc2c(NCCCN(CC)CC)c(=O)c2=O)CC1
  RmlCD inh 1536 = -8
  M. tuberculosis GlmU = 0.5%
67	O=C(O)C1C2C=CC(CC2)C1C(=O)O (stereo unspecified)
  RmlCD inh 1536 = .
  M. tuberculosis GlmU = 114µM*
68	COc1ccccc1NC(=O)CSc1nnnn1-c1ccc2c(c1)OCO2
  RmlCD inh 1536 = .
  M. tuberculosis GlmU = -0.7%

Screens deposited in PubChem by several laboratories.
